# hK5 inh = blocks human kallikrein 5 protease activity; recombinant hK5, fluorogenic AMC substrate cleavage; Q9Y337; 210,000 compounds, 0.59% hits; inhibition, % at 5 µM;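 active = inhibition of 40% or more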;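 note: 0% = enzyme controls without compound and 100% = no-enzyme blanks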
# Target sequence (Q9Y337 67-293 limits assumed): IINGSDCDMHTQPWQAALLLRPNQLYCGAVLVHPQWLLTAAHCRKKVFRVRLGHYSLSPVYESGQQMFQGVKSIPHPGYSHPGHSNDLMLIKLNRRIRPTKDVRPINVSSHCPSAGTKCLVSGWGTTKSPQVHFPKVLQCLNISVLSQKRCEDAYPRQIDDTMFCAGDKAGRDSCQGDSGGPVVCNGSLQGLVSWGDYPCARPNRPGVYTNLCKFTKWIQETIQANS
# Cl transport mod = modulates chloride dependent transport by human KCC2 | Q9H2X9 | KCC2 cells, thallium flux FluoZin-2 fluorescence | B-score of Tl+ flux slope (higher = more flux/activation; lower = inhibition) at 10 µM | 190,000 compounds, 2.2% hits;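 active = thallium flux slope and its plate-corrected score both differing from the plate sample mean at a set confidence after two filtering rounds, in either direction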;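 note: slope of fluorescence scaled to starting intensity during 10 to 20 s after thallium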
# p97 ATPase inh = inhibitors of human p97 ATPase; 220,000 compounds, 0.42% hits; inhibition, % at 8 µM; P55072; AID 1481; recombinant p97 ATPase, Kinase-Glo ATP luminescence, 3 h; in the data active = inhibition above about 15%;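 note: 0% = DMSO vehicle and 100% = wells lacking enzyme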
# PERK inhibitor = human PERK inhibition, primary cell-based screen; CHO PERK-DD fusion, SEAP luminescence translation reporter; inhibition, % at 5.6 µM; 220,000 compounds, 0.17% hits; AID 1416;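 active = inhibition above the mean inhibition of all tested compounds plus 3 SD, set separately per screening campaign, cut at about 2.9% in these data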;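 note: PERK kinase domain activated by AP20187 dimerizer at 100 nM; 0% = DMSO with dimerizer and 100% = rapamycin at 8.4 µM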
# thrombin 1536 = inhibitors of human thrombin; alpha-thrombin, Boc-VPR-AMC fluorogenic substrate cleavage; 220,000 compounds, 0.26% hits; inhibition, % at 5 µM; AID 1046; P00734;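 active = inhibition at or above 40%; inactive = inhibition below 40%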;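 note: 0% = enzyme with no compound and 100% = wells without enzyme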
#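 Material: human alpha-thrombin protein. Incubation: reaction at ambient temperature. Technique: fluorescence of released AMC, ex 355 nm, em 460 nm. Control set: no-compound enzyme wells and no-enzyme blanks. Also added: Boc-VPR-AMC substrate, 15 µM final. Buffer or medium: pH 7.5 Tris (50 mM) with NaCl 150 mM, Tween 20 0.05%.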
# FXIIa inh = factor XIIa (human) inhibition; purified FXIIa, Boc-QGR-AMC fluorogenic substrate, 2 h; inhibition, % at 5 µM; 220,000 compounds, 0.3% hits; AID 800; in the data active = inhibition above about 40%;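 note: 0% = enzyme with no compound and 100% = blank without enzyme; many of its hits are not listed in these tables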
# Target sequence (P00748 20-372 limits assumed): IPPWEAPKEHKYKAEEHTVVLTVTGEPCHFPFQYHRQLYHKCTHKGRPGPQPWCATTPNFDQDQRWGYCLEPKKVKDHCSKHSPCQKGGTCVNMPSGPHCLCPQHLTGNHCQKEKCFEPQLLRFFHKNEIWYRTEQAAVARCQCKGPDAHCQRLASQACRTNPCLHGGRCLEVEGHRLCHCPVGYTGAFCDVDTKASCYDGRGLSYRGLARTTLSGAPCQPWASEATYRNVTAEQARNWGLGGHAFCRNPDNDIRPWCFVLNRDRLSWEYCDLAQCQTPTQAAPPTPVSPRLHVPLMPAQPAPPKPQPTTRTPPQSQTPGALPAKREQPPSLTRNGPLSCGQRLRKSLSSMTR
# Target sequence (P00748 373-615 limits assumed): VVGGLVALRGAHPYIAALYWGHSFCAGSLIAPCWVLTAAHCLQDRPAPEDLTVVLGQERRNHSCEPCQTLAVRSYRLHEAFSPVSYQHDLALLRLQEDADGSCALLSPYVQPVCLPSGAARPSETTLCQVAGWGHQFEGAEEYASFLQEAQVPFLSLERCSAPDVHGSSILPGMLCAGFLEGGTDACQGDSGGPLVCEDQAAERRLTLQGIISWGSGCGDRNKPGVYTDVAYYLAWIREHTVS
# Wee1 stabilizer = inhibitors of human Wee1 degradation | HeLa Luc-Wee1K328M stability, luciferase luminescence; 100% = proteasome inhibitor MG132 effect | 220,000 compounds, 1.2% hits | AID 1321 | reporter increase, % at 5 µM | P30291;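 active = activation above the mean of all tested compounds plus 3 SD, set per screening run, cut at about 8.8% in these data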;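 note: cells exposed to compound for 20 h before luminescence read; 0% = DMSO alone and 100% = MG132 at 30 µM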
# Furin inh = inhibitors of human furin | 220,000 compounds, 0.061% hits | inhibition, % at 30 µM | P09958 | purified furin, fluorogenic substrate cleavage; in the data active = inhibition above about 25%; note: inactives centre near -15
# FXIa inh 1536 = factor XIa (human) inhibition; AID 798; 220,000 compounds, 0.14% hits; purified FXIa, Boc-Glu-Ala-Arg-AMC fluorogenic substrate; inhibition, % at 5 µM; P03951;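 active = inhibition of at least 40%; inactive = inhibition below 40%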;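 note: fluorescence of freed AMC excited at 355 nm; 0% = enzyme without compound and 100% = no enzyme blank; many of its hits are not listed in these tables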
# An asterisk follows results filed as active; . = not tested or not shown; [ ] = dose if it differs, or a comment. Rows were taken by chance; overall some 4.4% were active at least once.
SMILES,hK5 inh,Cl transport mod,p97 ATPase inh,PERK inhibitor,thrombin 1536,FXIIa inh,Wee1 stabilizer,Furin inh,FXIa inh 1536
CC(=O)N1[C@H](C)C=C[C@]1(Cc1ccccc1)C(=O)NCc1cc(F)cc(C(F)(F)F)c1,-11,-0.23,4,-0.3,1,15,5,-17,3
CCC(C)NC(=O)COC(=O)c1csc2c1CCCC2 (stereo unspecified),-16,-0.9,2,0.6,-18,9,4,2,5
Cc1ccc(S(=O)(=O)NNC(=O)c2ccc(O)cc2)cc1,53*,0.28,-6,-0.5,29,10,4,-7,3
Cc1cc(C)nc(SCC(=O)c2c(N)n(C)c(=O)n(C)c2=O)n1,-5,.,1,-0.8,-2,6,-1,-12[20 µM],-2
CCC(=O)Nc1ccc2c(c1)ncn2-c1ccccc1OC,-1,0.25,7,0.0,3,7,1,-30,-1
O=S(=O)(Nc1ccc(-n2cnnn2)cc1)c1ccc(F)c(F)c1F,1,-0.026,5,1.2,-4,9,1,-19,0
CCOC(=O)C(NC(=O)CC)(Nc1ccc(S(=O)(=O)Nc2cc(C)on2)cc1)C(F)(F)F (stereo unspecified),-21,1.4,-1,-0.2,3,14,0,-7,8
C=CCN1C(=O)S/C(=C\c2ccc(N3CCOCC3)cc2C)C1=O,12,-0.54,2,1.0,8,23,1,-14[20 µM],12
CSc1ccc(/C=N/NC(=O)c2sccc2C)cc1,-14,0.4,-11,0.4,-7,4,1,-32,3
CC(=O)OCC1OC(OC(C)=O)C(NC(=O)c2cccnc2)C(OC(C)=O)C1OC(C)=O (stereo unspecified),-18,-3,4,0.4,-3,8,-2,-14,4
COc1ccc(NC(=O)c2nc[nH]c2C(=O)N(C)Cc2ccccc2)cc1,1,-0.86,.,.,1,8,.,-22,3
COc1ccc(NCN2C(=O)CCC2=O)cc1,-11,.,3,0.1,1,11,-1,7[20 µM],2
Cc1ccccc1N1CC(C(=O)Nc2nnc(SCC(=O)Nc3nccs3)s2)CC1=O (stereo unspecified),-19,-0.7,1,-0.4,-8,1,-2,-4,4
C(=N\c1nccs1)/c1cccnc1,-6,0.043,1,1.1,2,16,0,-23[20 µM],5
Cc1ccc(-c2ccc(/C=N/NC(=S)Nc3ccccc3)o2)cc1[N+](=O)[O-],-123,.,2,0.9,1,8,3,-24[20 µM],0
COc1ccc(Cl)cc1NC(=O)CN1c2ccccc2CC1C (stereo unspecified),-4,-2.1,-2,0.3,-25,10,5,-35,1
COc1ccc(S(=O)(=O)N2CCCC(C(=O)Nc3ccc(NC(=O)c4ccccn4)cc3)C2)cc1 (stereo unspecified),-8,0.028,-3,0.6,-1,5,-3,-21,1
Cc1nnc(SCC(=O)N2CCN(S(=O)(=O)c3ccccc3)CC2)[nH]c1=O,-5,0.58,3,0.9,-1,12,1,-35[20 µM],1
COc1ccccc1N(CC(=O)N1CCCCC1)S(=O)(=O)c1ccccc1,-4,-0.093,0,-0.2,3,-2,-3,-2,5
CCOC(=O)c1cc2c(=O)[nH]ccc2nc1C,-17,13*,3,1.2,-4,-21,1,-31,-18
COC(=O)c1noc(-c2ccc(OC)cc2)n1,-8,0.55,-3,0.4,-3,19,0,-15[20 µM],-1
Cc1cc(C)c(C)c(S(=O)(=O)N[C@@H](C)C(=O)OCC(N)=O)c1C,2,0.12,3,0.3,-14,10,4,-17,-4
O=C(Cn1c(=O)oc2cc(S(=O)(=O)N3CCc4ccccc43)ccc21)NC1CCCC1,-3,-0.83,-4,-0.2,0,3,-1,-9,-3
Cc1cccc(-n2nc3c(c2NC(=O)c2ccco2)CS(=O)(=O)C3)c1C,-3,0.089,1,0.7,4,7,-3,-27,-3
COc1ccc(C(=O)OCC(=O)NC2CC2)cc1[N+](=O)[O-],-21,0.36,2,0.1,-2,10,5,-3,0
CC(C)CC(OC(=O)c1cccs1)C(=O)NCC1CCCO1 (stereo unspecified),0,.,-1,0.2,1,12,-1,-19,3
Cc1ccc(NC(=O)CSC2=C(C#N)C(c3ccco3)CC(=O)N2)cc1 (stereo unspecified),-9,1.6,2,-0.4,1,11,1,-11[20 µM],2
CC(=O)c1cccc(N(CC(=O)Nc2ccc(F)cc2)S(C)(=O)=O)c1,-11,0.64,-2,0.0,0,11,-1,-5,6
COc1ccc(C(=O)N2CCN(C(=O)Cc3ccccc3)CC2)cc1,.,-0.19,-1,-0.4,-7,5,-1,-20,-2
COC(=O)c1nn(-c2ccccc2)c(Cl)c1/C=N/OC(=O)c1ccc(Cl)c(Cl)c1,6,.,5,0.5,1,12,2,-16,2
COC(=O)CN1C(=O)Nc2ccc(Br)cc2C1c1ccccc1Cl (stereo unspecified),-11,.,0,-1.5,-1,9,0,-15[20 µM],-2
CCOC1OC2C(CO)OC(n3cnc4c(N)ncnc43)C2O1 (stereo unspecified),-3,-0.84,-1,0.9,-1,7,3,-2,7
Nc1c(C(=O)NC2CC2)c2nc3ccccc3nc2n1-c1ccc2c(c1)OCO2,-7,-0.65,1,-0.3,4,2,0,-24,-5
CC(C)(C)C(=O)OC/C(N)=N/OC(=O)c1ccccc1,4,2.1,-3,-0.4,-6,10,3,-23,1
CC(=O)N/N=C/c1cc2c(cc1[N+](=O)[O-])OCO2,-4,0.25,2,1.0,-9,2,-1,-17,-6
Cc1ccnc(SCCn2c(N3CCOCC3)nc3c2c(=O)n(C)c(=O)n3C)n1,.,0.27,5,1.1,.,.,-1,-17[20 µM],.
COc1ccc(NC2c3ccccc3C(=O)N2c2ccccn2)cc1Cl (stereo unspecified),-3,0.31,1,-0.3,-5,4,0,-15,-9
O=C(CSC1=NC(=O)C(c2ccccc2)C(=O)N1)Nc1ccccc1Cl (stereo unspecified),1,.,0,-1.1,-4,-4,2,-13[20 µM],-7
Cc1ccc(-c2nc(N=Nc3ccc(O)cc3)n[nH]2)cc1,-8,-2.2,3,0.4,-4,20,6,8,9
O=S(=O)(Cc1ccccc1Cl)NCCc1ccccc1,-7,-0.072,0,0.7,4,7,1,-4,-2
CCOc1ccc(C(=O)N(C)C2CCS(=O)(=O)C2)cc1 (stereo unspecified),-1,1.9,2,-0.5,-2,12,5,-23[20 µM],0
Cc1ccccc1C(=O)c1c[nH]c(C(=O)N=CN(C)C)c1,-27,0.6,2,0.0,-2,-7,3,-7,-8
CC(C)C(=O)Nc1ccc(S(=O)(=O)Nc2nccc(/C=C/c3ccccc3)n2)cc1,-8,0.62,-1,0.3,-4,1,-1,-9,2
Cc1c(C(=O)N2CCc3ccccc3C2)sc2nc(-c3ccccc3)cn12,0,-2.8,-2,-1.2,-9,8,5,-16[20 µM],-3
Cc1cccc(N2CCN(CC(=O)Nc3ccc(-n4cnnn4)cc3)CC2)c1C,-13,-0.13,3,0.8,-5,-16,-1,-12[20 µM],-15
COc1cccc(/C=N/NC(=O)C(=O)Nc2ccccc2OC(F)(F)C(F)F)c1O,-20,-0.54,4,1.1,-1,6,-1,-6,2
O=C(NNS(=O)(=O)c1ccccc1)c1ccc(O)cc1,-6,1.4,3,1.9,-3,6,-3,-16,14
COc1ccc(C2CC(c3ccccc3)=NN2C(=O)COC(=O)C2CC2)cc1 (stereo unspecified),-12,0.57,0,0.0,1,14,-2,-15,7
Fc1ccc(-c2nnc(NC3=NCCCCC3)o2)cc1,12,0.31,-26,-0.4,-1,12,-3,-7,-1
O=C(CCn1nnc2ccccc21)N1CCC(O)(c2cccc(F)c2)CC1,9,0.75,5,-0.2,-4,2,1,-18,-5
O=C(O)CSc1nnc(NC(=O)c2ccc3c(c2)OCO3)s1,-3,0.35,0,1.6,3,5,-2,-14,-7
Cn1c(NNC(=O)c2c(F)cccc2F)cc(=O)n(C)c1=O,-3,-0.13,5,0.5,-9,-1,-1,-7,-4
Cc1ccc(CN(CC(=O)NC2CCCC2)C(=O)CSc2nnc(COc3ccccc3)o2)cc1,4,0.055,1,2.3,-4,14,1,25*[20 µM],8
CCCC1C2CN(C(C)=O)CC=C2C(C#N)=C(N)C1(C#N)C#N (stereo unspecified),-10,0.6,2,0.2,-2,13,-1,-22,3
COC(=O)c1c(-c2ccc(C)cc2)csc1NC(=O)C1CC=CCC1C(=O)O (stereo unspecified),-4,-1.3,-8,0.0,-10,-9,0,-8,-18
CCNC(=O)C(=O)NCC1OCCCN1S(=O)(=O)c1cccs1 (stereo unspecified),-25,0.014,1,0.5,-7,4,4,-24,4
CN(C)N(C)C(=O)C(O)(c1ccccc1)c1ccccc1,-14,-0.56,9,-1.1,-1,4,-4,-12,-7
COC(=O)CCCC1=CC2=CC(=O)C(C)(OC(=O)C3CCCC3)C(=O)C2=CO1 (stereo unspecified),2,0.38,.,.,0,6,.,-9,2
CCCCC(=O)N1C/C=C\C(c2ccc(OC)cc2)N(Cc2ccc(F)cc2)C(=O)[C@H]1Cc1ccccc1 (stereo partly specified),1,0.36,.,.,-3,7,.,8,0
CCOC(=O)c1nn(-c2cc(C(=O)OC)cc(C(=O)OC)c2)cc1O,-6,1.5,-1,0.9,-2,6,1,-18,-5

# New compounds follow.
SMILES,hK5 inh,Cl transport mod,p97 ATPase inh,PERK inhibitor,thrombin 1536,FXIIa inh,Wee1 stabilizer,Furin inh,FXIa inh 1536
COC(=O)c1c(NC(=O)COc2ncnc3ccccc23)sc(C)c1C,-6,1.9,-1,-0.2,-12,10,1,-11,-4
CCC(=O)N/N=C(\C)CC(=O)Nc1cc(Cl)ccc1C,-11,0.16,-2,0.1,-7,-1,2,-13,-8
CCn1nc(C)cc1C(=O)Sc1cccc(Cl)c1,5,-1.2,6,0.9,-2,2,5,-13,2
Cc1ccc(-n2c(C)cc(C(=O)CN3C(=O)C(=O)N(C4CCCC4)C3=O)c2C)cc1,-4,-0.81,-3,0.6,-16,0,-2,-14,-5
CCOC(=O)N1CCN(C(=O)CSc2nnc(Cn3c(=O)sc4ccccc43)n2C)CC1,-3,-0.18,3,1.0,0,15,0,-30,3
COc1ccc(C(=O)N/N=C(\Cc2ncc[nH]2)c2ccccc2)cc1,-3,-0.47,1,-0.1,-12,-1,1,-9,1
CCCN(CCC)CCCNC(=O)C(NS(=O)(=O)c1ccc2c(c1)CCC(=O)N2)c1ccccc1 (stereo unspecified),-2,-0.51,6,0.6,6,6,3,-28,-4
CCC(=O)N1CCN(c2ccc(Cl)cc2NC(=O)c2ccc(Br)o2)CC1,.,-1.5,3,-0.3,.,.,2,-25[20 µM],.
O=C(Nc1ccccc1)c1cc(S(=O)(=O)N2CCOCC2)cs1,2,0.015,2,0.5,-1,2,0,-7[20 µM],0

# 4 entries from above, arranged by their value in hK5 inh, high to low.
SMILES,hK5 inh,Cl transport mod,p97 ATPase inh,PERK inhibitor,thrombin 1536,FXIIa inh,Wee1 stabilizer,Furin inh,FXIa inh 1536
CCn1nc(C)cc1C(=O)Sc1cccc(Cl)c1,5,-1.2,6,0.9,-2,2,5,-13,2
CCCN(CCC)CCCNC(=O)C(NS(=O)(=O)c1ccc2c(c1)CCC(=O)N2)c1ccccc1 (stereo unspecified),-2,-0.51,6,0.6,6,6,3,-28,-4
Cc1ccc(-n2c(C)cc(C(=O)CN3C(=O)C(=O)N(C4CCCC4)C3=O)c2C)cc1,-4,-0.81,-3,0.6,-16,0,-2,-14,-5
COC(=O)c1c(NC(=O)COc2ncnc3ccccc23)sc(C)c1C,-6,1.9,-1,-0.2,-12,10,1,-11,-4

# From PubChem
